TCR act = T cell receptor activation; primary human leukocytes, anti-CD3, IL-2 HTRF, 48 h; Potency, µM (top dose mostly 9.22 µM), without a hit: at the top dose activation of IL-2 secretion, actives largely listed as activators; 330,000 tested, under 10 active; also: % of control where 0% means no effect
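Primary human leukocytes were stimulated with a-CD3 beads plus compounds for 48 hr without co-stimulation; secreted IL-2 was quantified by HTRF using a-IL-2-K (europium cryptate) and a-IL-2-d2, excited at 320nm with acceptor emission read at 665nm.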
KCNH2 WT inh = inhibitors of human wildtype KCNH2 potassium channel. Q12809. U2OS, BacMam KCNH2, thallium flux FluxOr; stronger effect = lower value. activity change, % at 1.84 µM. 340,000 tested, 0.37% active. AID 720551;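 active = maximum activity change below -70%; inconclusive = maximum activity change between -70% and -50%; inactive = maximum activity change above -50%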; also: % is scaled to controls: 0 for no effect and ±100 for the full control effect
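U2OS cells transduced with wild-type KCNH2 virus are loaded with FluxOr dye for 45 min, and thallium flux is measured in kinetic reads before and after stimulation buffer. Rate constants are normalized to DMSO controls.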
KCNH2 3.1 inh = inhibitors of human KCNH2 3.1 potassium channel isoform. U2OS KCNH2 3.1, thallium flux FluxOr; stronger effect = lower value. 340,000 tested, 0.95% active. activity change, % (tested at about 1.8 µM);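 active = maximum activity change below -70%; inconclusive = maximum activity change from -70% to -50%; inactive = maximum activity change above -50%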;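 also: thallium influx rate constant from kinetic fluorescence after stimulation buffer; % is scaled to controls: 0 for no effect and ±100 for the full control effect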
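Thallium flux via FluxOr fluorescence (Red40 quencher, 45 min loading) in U2OS cells virally expressing the KCNH2 3.1 isoform (1.77 x 10^8 /mL virus, overnight at 37 C). Rate constants from 2-min kinetic reads post-stimulation, normalised to positive and negative controls.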
Eya2 phos inh = Eya2 (human) phosphatase inhibition; O00167; recombinant Eya2, OMFP fluorescence dephosphorylation (OMFP is methylfluorescein phosphate); Potency, µM (titrated, usually from 76.9 µM), for inactives: at the highest dose activity, negative = inhibition, usual class: inhibitors; 330,000 tested, 0.006% active; also: potency is read from the fitted curve at half-maximal effect; % is scaled to controls: 0 for no effect and ±100 for the full control effect
Target sequence (O00167 whole entry, looked up): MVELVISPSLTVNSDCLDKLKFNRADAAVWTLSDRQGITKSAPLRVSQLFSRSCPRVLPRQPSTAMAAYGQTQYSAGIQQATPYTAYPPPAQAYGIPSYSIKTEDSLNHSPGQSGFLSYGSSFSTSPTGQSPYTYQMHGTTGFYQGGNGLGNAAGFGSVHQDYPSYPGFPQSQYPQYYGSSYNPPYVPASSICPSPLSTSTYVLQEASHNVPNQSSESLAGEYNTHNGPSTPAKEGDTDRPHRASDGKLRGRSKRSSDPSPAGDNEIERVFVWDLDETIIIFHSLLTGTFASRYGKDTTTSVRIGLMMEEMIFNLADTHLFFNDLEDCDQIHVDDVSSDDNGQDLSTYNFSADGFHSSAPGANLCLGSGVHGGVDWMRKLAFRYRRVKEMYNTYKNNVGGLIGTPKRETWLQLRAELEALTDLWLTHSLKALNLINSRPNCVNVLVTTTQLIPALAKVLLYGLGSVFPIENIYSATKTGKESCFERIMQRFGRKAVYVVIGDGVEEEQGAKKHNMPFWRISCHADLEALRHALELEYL
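Eya2 protein (added as 0.2 uM solution) was preincubated with compound for 10 min at ambient temperature in 50 mM HEPES pH 7.5, 50 mM NaCl, 5 uM MgCl2, 0.05% BSA, 1 mM DTT. OMFP (added at 50 uM) then reacted 10 min; fluorescence read at 485/525 nm.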
USP2a block = blocks human ubiquitin-specific protease USP2a. 330,000 tested, 0.01% active. USP2 core, Ub-CHOP2 coupled fluorogenic reporter, 485/531. AID 463254. Potency, µM (titrated, usually from 38.3 µM), for the others: top-dose activity change, negative = inhibition, hits mostly inhibitors;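 also: potency is read from the fitted curve at half-maximal effect; plate controls were DMSO wells for no effect and full inhibition by NEM control for full effect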
Target sequence (O75604 whole entry, looked up): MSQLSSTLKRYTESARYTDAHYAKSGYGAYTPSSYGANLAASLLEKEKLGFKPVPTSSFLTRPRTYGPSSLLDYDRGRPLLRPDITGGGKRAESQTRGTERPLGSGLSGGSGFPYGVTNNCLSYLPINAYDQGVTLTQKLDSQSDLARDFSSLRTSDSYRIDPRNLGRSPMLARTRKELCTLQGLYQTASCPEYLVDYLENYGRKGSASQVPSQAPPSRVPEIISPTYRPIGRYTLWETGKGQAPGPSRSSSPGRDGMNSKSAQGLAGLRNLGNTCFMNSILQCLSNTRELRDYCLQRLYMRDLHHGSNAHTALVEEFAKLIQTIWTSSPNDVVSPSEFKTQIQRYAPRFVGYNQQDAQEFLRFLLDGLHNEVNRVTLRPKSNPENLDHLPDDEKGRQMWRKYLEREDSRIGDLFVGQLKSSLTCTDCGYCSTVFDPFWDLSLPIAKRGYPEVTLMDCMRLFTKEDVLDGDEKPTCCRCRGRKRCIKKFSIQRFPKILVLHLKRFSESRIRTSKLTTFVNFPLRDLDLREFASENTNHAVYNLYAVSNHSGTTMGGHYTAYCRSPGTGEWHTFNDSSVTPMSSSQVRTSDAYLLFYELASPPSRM
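Cell-free coupled assay: 10nM USP2 core preincubated 30min RT with compound in Tris-HCl pH 8.0/CaCl2/CHAPS buffer, then 25nM Ub-CHOP2 and 25nM reporter substrate; fluorescence (Ex 485/Em 531) read after 60min RT, normalized to NEM inhibition, concentration-response curves fitted.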
ELG1 DNA repair = blocks ELG1-dependent DNA repair in HEK293T cells. HEK293T ELG1-luciferase reporter, luminescence, 16 h; DNA damage induced by 5-fluorouridine. Potency, µM (series often up to 46.1 µM), without a hit: at the highest dose activity change, negative = inhibition, actives largely listed as inhibitors. 330,000 tested, 2.3% active. AID 504467; also: potency is read from the fitted curve at half-maximal effect; % is scaled to controls: 0 for no effect and ±100 for the full control effect; nearly all actives have a fitted effect of over 55% in size
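Luminescence from the luciferase reporter, measured 30 min after ONE-Glo reagent at room temperature, was the read-out. Beforehand, 2,000 cells per well were exposed for 16 hr at 37 °C to 5-fluorouridine together with compound or vehicle.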
TSHR antag = human thyrotropin receptor antagonism; TSHR-expressing cells, TSH-stimulated cAMP HTRF, 2 h; stronger effect = lower value; 330,000 tested, 0.2% active; activity change, negative = inhibition, % at 11.5 µM; P16473;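 active = activity change below a set negative limit, meaning inhibition stronger than a set level, cut at about -70% in these data; inconclusive = activity change between two set negative limits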; also: % is scaled to controls: 0 for no effect and ±100 for the full control effect
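Competitive HTRF cAMP read-out (cryptate anti-cAMP antibody, cAMP-d2; 30 min, room temperature) in freshly harvested TSHR cells. Compounds added before TSH at EC80 (4nM final), followed by 2 hours' incubation at 37 deg C.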
A-T KAP1 phos = potential ataxia-telangiectasia treatment; […] A-T fibroblasts, KAP-1 phosphorylation AlphaLISA; neocarzinostatin DNA damage 30 min before lysis; 320,000 tested, 0.19% active; Potency, µM (titrated, usually from 57.5 µM), for the others: top-dose activation, hits mostly activators; also: potency is read from the fitted curve at half-maximal effect; % of control where 0% means no effect; nearly all actives have a fitted effect of over 45% in size
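hTERT-immortalized A-T patient fibroblasts ([…]), 500 cells/well in OPTI-MEM, 1% FBS, got compounds for 60 min, then NCS for 30 min at 37C. Lysates were then assayed for phospho-KAP-1 by AlphaLISA (anti-pKAP1 donor, anti-KAP1 acceptor beads), 6 hr at 25C.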
TRPV1 ag = activates the human vanilloid receptor TRPV1. activation, % at 8.33 µM. 320,000 tested, 0.19% active. AID 540275. TRPV1-expressing cells, Fluo-8 calcium influx, agonist mode; in the data active = activation above about 80%; inconclusive = between about 30% and that limit; also: 0% is about no effect
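TRPV1-expressing cells were cultured overnight at 35.5C and loaded with Fluo-8 calcium dye for 40 to 90 min at room temperature. After a 10 s baseline, compound was added and calcium influx was read kinetically for 3 min (ex 480/em 520 nm).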
Mito fusion yeast = mitochondrial division inhibition or fusion activation | Potency, µM (doses to about 46.1 µM), for inactives: at the highest dose growth rescue (activation), hits mostly activators | S. cerevisiae fusion-defective mutant growth rescue, CellTiterGlo 48 h | 320,000 tested, 0.23% active;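 also: potency is read from the fitted curve at half-maximal effect; % of control where 0% means no effect; nearly all actives have a fitted effect of over 45% in size; temperature-sensitive fusion mutants such as fzo1-1 at 37 °C on non-fermentable ethanol glycerol medium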
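Luminescent cell viability in 1536-well qHTS format served as the measure of rescued growth in ts fusion-mutant S. cerevisiae cultured on non-fermentable YPEG for 48 hours at 37C.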
Numbers without * were called inactive; ? = inconclusive; . = no result given; [ ] = another dose, or the depositor's remark. Unless noted, calls follow the shape of the dose curve; as a rule, active = well fitted curve in the direction sought with a large enough effect; inconclusive = small, poorly fitted or top-dose-only effect, or another doubt; inactive = no such curve, though single readings can be large; an effect the other way counts as inactive or inconclusive. This is a subset; count on the stated rates, not on these rows.

cpd | Molecule | TCR act | KCNH2 WT inh | KCNH2 3.1 inh | Eya2 phos inh | USP2a block | ELG1 DNA repair | TSHR antag | A-T KAP1 phos | TRPV1 ag | Mito fusion yeast
1 | Cc1ccc(-n2ncc3c2CC(C)(C)CC3NC(=O)CCCN2CCCCC2=O)cc1 (configuration not stated) | -8% | -18 | 11 | 9% | -1% | 1% | -1 | 4% | 0 | 0%
2 | CCCCCCOC(=O)C(C#N)c1nc2ccccc2nc1N1CCCCC1 (configuration not stated) | -1% | -4 | 9 | 14% | 0% | 8% | 30 | 4% | . | 14%
3 | COC(C(=O)Nc1ccc(S(=O)(=O)Nc2cccc3ccccc23)cc1)c1ccccc1 (configuration not stated) | 5%[46.1 µM] | 0 | 7 | 0% | -10% | -17% | 26 | -5% | -4 | 20%
4 | O=C(CN1CCCC1)Nc1ccc(F)cc1 | -1% | -3 | 4 | -6% | 0% | 20% | -4 | 10% | 2 | -6%
5 | CCc1ccc(-n2cnc3cc(C(=O)NCC(OC)OC)ccc32)cc1 | 1% | 8 | 12 | -9% | 2% | -2% | -13 | -11% | 7 | 23%
6 | CC(C)[C@H](NC(=O)C1CC(=O)N(c2ccc(F)cc2)C1)C(=O)N1CCCCC1 (some centres not stated) | 10% | 6 | 0 | 0% | -1% | 29% | -12 | 12% | -1 | -4%
7 | CC(=O)NCC(=O)N(C)C(C(=O)Nc1ccc(C(C)C)cc1)c1ccccc1 (configuration not stated) | -1% | -9 | -7 | 16% | 2% | 13% | -1 | 0% | 1 | 0%
8 | CN(C(=O)COC(=O)c1ccccc1NC(=O)c1ccco1)C1CCS(=O)(=O)C1 (configuration not stated) | 2% | -3 | 22 | -8% | -1% | 0% | 0 | -7% | -2 | -6%
9 | O=C(NCc1nnc2c(C(F)(F)F)cc(Cl)cn12)c1cccnc1 | -2% | 33 | 0 | 17% | 1% | 2% | 5 | -1% | 4 | -3%
10 | O=C(CSc1ccc2nnc(-c3cccs3)n2n1)N1CCCC1 | -1% | -3 | 0 | -5% | -4% | -10% | 8 | 0% | -4 | 2%
11 | O=C(CCn1c(=O)[nH]c2ccsc2c1=O)N1CCN(c2cccc(Cl)c2)CC1 | . | -1 | -9 | 10% | -4% | -4% | -4 | -3% | -2 | 2%
12 | CCOC(=O)CN1CC23C=CC(O2)C(C(=O)NCc2cccs2)C3C1=O (configuration not stated) | 4% | -1 | 1 | 11% | 1% | -4% | -6 | . | -1 | -1%
13 | CN1C(=O)C(CC(=O)Nc2ccc(F)cc2)N(CCCc2ccccc2)C1=S (configuration not stated) | -2% | 0 | -30 | -1% | -1% | -8% | -5 | -1% | 8 | 15%
14 | CCc1ccc(C(=O)NNC(=O)c2cccc(N3C(=O)CCC3=O)c2)cc1 | 2% | ? | 1 | -5% | 4% | 28% | -4 | -2% | -1 | -5%
15 | O=[N+]([O-])c1ccccc1/C=N/NC1=NS(=O)(=O)c2ccccc21 | -1% | -19 | . | 6% | 1% | 9% | -5 | -6% | 4 | -1%

The list goes on:
cpd | Molecule | TCR act | KCNH2 WT inh | KCNH2 3.1 inh | Eya2 phos inh | USP2a block | ELG1 DNA repair | TSHR antag | A-T KAP1 phos | TRPV1 ag | Mito fusion yeast
16 | Cc1ccccc1Cn1cc(NC(=O)c2cc3nc(-c4ccco4)cc(C(F)(F)F)n3n2)cn1 | 4% | 3 | -3 | 20% | 2% | 6.5µM* | -4 | -1% | 6 | 1%
17 | O=C1c2ccc(Oc3ccc([N+](=O)[O-])cc3)cc2C(=O)N1CCCO | -6% | -9 | 12 | -3% | 2% | -1% | -6 | -6% | -2 | 1%
18 | CC12CCCc3c(O)cc(=O)n(c31)-c1ccccc12 (configuration not stated) | -2%[46.1 µM] | -14 | 1 | 3% | 1% | -17% | 5 | -16% | -1 | -3%
19 | COc1cccc(-c2cc(C(=O)NCC3CCCO3)c3ccccc3n2)c1 (configuration not stated) | 2%[46.1 µM] | -5 | -9 | 7% | 0% | ? | 2 | 15% | 15 | -1%
20 | Cc1cc(C)c(/C=N/NC(=O)c2nnn(-c3nonc3N)c2CN2CCC(C)CC2)c(C)c1 | -4% | 4 | -15 | -7% | -21% | ? | 3 | -5% | -2 | -16%
21 | Cc1cc(C)nc(SCC(=O)Nc2nc(-c3ccccc3)c(-c3ccccc3)o2)n1 | 6%[46.1 µM] | 0 | 0 | -9% | -10% | -20% | -12 | -10% | 3 | ?
22 | CCn1c(=O)n(CC)c2cc(N3CCCC3)c(NC(=O)c3cccc(C)c3)cc21 | -4% | 3 | 15 | -12% | 2% | -2% | 14 | -7% | 13 | 31%
23 | CC(=O)Nc1sc(N/N=C\c2ccccc2Cl)nc1-c1cccs1 | -2%[46.1 µM] | 5 | 6 | 0% | -3% | ? | 44 | 21% | -3 | -4%
24 | Cc1cc(C)cc(NC(=O)C(Sc2nnc(C)c(=O)[nH]2)c2ccccc2)c1 (configuration not stated) | 0% | 0 | 7 | -4% | -5% | -1% | 4 | 6% | -1 | 4%
25 | c1ccc(C2=Nc3cccc4cccc(c34)N2)cc1 | -5%[46.1 µM] | 7 | 0 | -6% | 0% | 22% | -3 | 1% | 2 | -6%
26 | O=C(COC(=O)c1ccc(NS(=O)(=O)c2cccs2)cc1)NCC1CCCO1 (configuration not stated) | 5% | 0 | 3 | -3% | 0% | -6% | 9 | -3% | 3 | -1%
27 | CCOc1cc(C(=O)O)ccc1OCCOc1ccccc1 | 0% | -1 | 0 | 13% | 2% | 22% | -9 | 6% | 2 | 13%
28 | Cc1ccc2c(c1)C(c1ccc(F)cc1)N(C(=O)C1CC1)CC(=O)N2 (configuration not stated) | 0% | 4 | -4 | -9% | 1% | 3% | -1 | 3% | . | -4%
29 | O=C1Cn2c(nc3ccccc32)N1c1cccc(C(F)(F)F)c1 | 11% | -8 | 2 | 7% | -1% | 15% | -5 | -2% | ? | -1%
30 | CC1Cc2nc(SCC(=O)NCc3ccco3)n(Cc3ccccc3)c(=O)c2S1 (configuration not stated) | 2%[46.1 µM] | -1 | 6 | -4% | 3% | ? | -24 | 5% | 6 | 0%

(next part)
cpd | Molecule | TCR act | KCNH2 WT inh | KCNH2 3.1 inh | Eya2 phos inh | USP2a block | ELG1 DNA repair | TSHR antag | A-T KAP1 phos | TRPV1 ag | Mito fusion yeast
31 | COCCCNC(=O)/C=C1\Sc2ccccc2N(Cc2ccccc2F)C1=O | 0% | 12 | 6 | -13% | 0% | 10% | -9 | -4% | 6 | 12%
32 | CCOC(=O)NC(=O)/C(C#N)=N\Nc1ccc(Cl)cc1 | -44% | -11 | -13 | 10% | 1% | -8% | -16 | . | -11 | 0%
33 | CCOc1ccc(S(=O)(=O)Nc2cccc(C(=O)N3CC(C)OC(C)C3)c2)cc1 (configuration not stated) | -4% | 2 | 5 | 6% | -1% | 4% | -12 | -4% | 0 | -3%
34 | COc1ccccc1/C=C/C(=O)Nc1cccc(S(=O)(=O)N2CCOCC2)c1 | 3% | -19 | -12 | 9% | 0% | -19% | -26 | 3% | 23 | 1%
35 | O=c1oc(-c2ccc(F)cc2)nc2ccsc12 | 7% | 2 | 12 | 0% | -1% | ? | -9 | -1% | 1 | -3%
36 | Cc1ccc(CC(=O)O/N=C(\N)c2ccncc2)cc1 | 2% | 15 | 6 | 3% | -7% | -1% | -9 | 8% | 3 | -5%
37 | N#Cc1cc2c(nc1SCC(N)=O)CCCCC2 | 1% | -17 | 3 | 3% | 2% | ? | 11 | . | -5 | 3%
38 | CCCCn1c(N)c(N(CC(C)C)C(=O)c2ccc([N+](=O)[O-])o2)c(=O)[nH]c1=O | 1% | 18 | 2 | -1% | 1% | -2% | -7 | 6% | 0 | 3%
39 | Cc1ccccc1C1C(=O)c2ccccc2C1=O | 4% | 4 | -1 | -1% | -1% | 25% | 0 | 8% | -3 | 3%
40 | O=C1CN(c2nc(-c3ccccc3)c3cc(Br)ccc3n2)c2ccccc2N1 | . | . | . | -5% | 2% | -12% | 15 | 14% | 3 | 0%
41 | CC(=O)N1CCc2cc(S(=O)(=O)NC(C(=O)NC3CCCc4ccccc43)C(C)C)ccc21 (configuration not stated) | -5% | -4 | 0 | 4% | 1% | 35% | 6 | . | -2 | -1%
42 | O=C1CCCc2c1cc(C(=O)NCc1ccco1)c(=O)n2-c1ccccc1 | . | -5 | -15 | -1% | 0% | -11% | -4 | 6% | -1 | 4%
43 | Cc1cccc(NC(=O)/C(C#N)=C/c2ccc[nH]2)c1C | 5% | -7 | -1 | 1% | 1% | ? | 8 | -1% | 5 | -1%
44 | CCC(=O)Nc1nn(C)c2nc3c(C)cccc3cc12 | 0%[46.1 µM] | 5 | -1 | -1% | 1% | -18% | 1 | 26% | 25 | 23%
45 | COc1ccc(C(=O)CC(Nc2ccc([N+](=O)[O-])cc2)c2ccc(Cl)cc2)cc1 (configuration not stated) | 19% | 12 | -5 | -9% | -2% | 16µM* | -8 | -14% | 7 | ?
